Bioassay records from PubChem BioAssay.
tim23-1 inh: growth inhibitors of tim23-1 mutant yeast. 330,000 tested, 1.3% active. S. cerevisiae tim23-1 growth, BacTiter-Glo luminescence, 24 h. inhibition, % at 20 µM;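 active = growth inhibition of the mutant yeast at or above 50%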;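 note: temperature-sensitive mutant grown at 25 °C; plate controls were DMSO-treated mutant yeast for no effect and medium wells lacking yeast for full effect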
MPTP block: permeability transition pore inhibition | isolated mouse mitochondria, Ca2+ swelling absorbance, 30 min | inhibition, % at 10 µM | 360,000 tested, 1.4% active;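 active = inhibition of 50% or more, scaled per plate between neutral and stimulator controls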;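 note: 0% = DMSO wells given calcium and 100% = 1 mM EGTA wells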
NLRP3 yeast inh: blocks the NALP3 inflammasome reconstituted in yeast | Yeast reconstituted NLRP3/ASC/caspase-1, beta-gal luminescence, 24 h | inhibition, % at 10 µM | AID 2825 | 330,000 tested, 0.39% active;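 active = inhibition of 50% or more; inactive = inhibition below 50%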;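 note: plate controls were induced DMSO wells for no effect and uninduced yeast grown without galactose for full effect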
GRIN3A LBD mod: modulates the human NR3A ligand-binding domain; NR3A LBD differential scanning fluorimetry, Tm shift; 0% = protein alone, 100% = glycine-bound protein; Tm shift relative to glycine control, % at 25 µM; 340,000 tested, 2.5% active;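 active = melting temperature shift of at least 10% of the positive control shift, at one fixed dose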
MIN6 prolif: MIN6 beta-cell proliferation induction. MIN6 cells proliferation, ATPlite luminescence, 48 h; cells starved in 0.2% serum; 100% = growth in 10% serum. proliferation, % at 10 µM. 330,000 tested, 0.29% active;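 active = compounds whose signal lies at least 3.5 SD above the mean of all wells on their plate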;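 note: 0% = DMSO-treated cells in low-serum medium and 100% = 10% serum control; some compounds called inactive have numbers as strong as hits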
APJ agonist: activates the human apelin receptor APJ; P35414; CHO-K1 APJ PathHunter beta-arrestin, luminescence; 0% DMSO wells, 100% apelin; activation, % at 20 µM; 330,000 tested, 0.11% active;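 active = activation more than six SD over the plate average, tested at 20 µM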;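 note: 0% = DMSO alone and 100% = apelin-13 at 10 nM; some results filed as inactive read as strong as hits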
Target sequence (P35414 whole entry, looked up): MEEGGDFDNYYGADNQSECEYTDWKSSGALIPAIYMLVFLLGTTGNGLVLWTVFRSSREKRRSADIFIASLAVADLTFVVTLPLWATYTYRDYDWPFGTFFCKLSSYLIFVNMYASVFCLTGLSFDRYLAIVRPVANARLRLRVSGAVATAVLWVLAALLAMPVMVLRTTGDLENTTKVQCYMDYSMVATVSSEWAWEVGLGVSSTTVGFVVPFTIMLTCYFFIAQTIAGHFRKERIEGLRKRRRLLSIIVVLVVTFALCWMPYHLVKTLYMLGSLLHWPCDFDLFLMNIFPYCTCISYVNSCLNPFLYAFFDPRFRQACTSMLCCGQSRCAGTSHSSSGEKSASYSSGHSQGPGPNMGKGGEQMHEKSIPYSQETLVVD
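system = engineered CHO-K1 APJ arrestin reporter cells | input = 1000 cells per well | timing = overnight seeding, 90 min compound at 25 °C, 1 h detection | measured by = enzyme-fragment complementation luminescence | read-out = beta-arrestin recruitment to APJ as agonist activity, luminescent signal | control set = negative DMSO alone, positive Apelin-13 at 10 nM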
tim10-1 inh: growth inhibitors of tim10-1 mutant yeast; S. cerevisiae tim10-1 ts strain growth, BacTiter-Glo, 24 h; inhibition, % at 20 µM; 330,000 tested, 2.2% active; AID 463190;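 active = inhibition of at least 40%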;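 note: mutant grown at 25 °C; 0% = DMSO wells with yeast and 100% = wells holding no yeast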
TIM10 inh: inhibits growth of TIM10 yeast strain; S. cerevisiae TIM10 strain growth, BacTiter-Glo luminescence, 24 h; AID 463195; 330,000 tested, 1.4% active; inhibition, % at 10 µM;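 active = inhibition of 40% or more at the single tested concentration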;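 note: wild-type TIM10 isogenic control strain grown at permissive 25 °C; 0% = DMSO yeast wells and 100% = minimal medium wells without yeast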
APJ antagonist: antagonists of human APJ apelin receptor. P35414. inhibition, % at 20 µM. CHO-K1 APJ beta-arrestin complementation, luminescence. AID 2521. 330,000 tested, 0.32% active;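 active = inhibition above about 40% at 20 µM, limit read from the data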;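 note: cells challenged with 10 nM apelin-13 agonist together with compound; plate controls were apelin-13 plus DMSO wells for no effect and DMSO wells lacking apelin-13 for full effect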
An asterisk follows results filed as active; x = not tested or not shown.

compound,tim23-1 inh,MPTP block,NLRP3 yeast inh,GRIN3A LBD mod,MIN6 prolif,APJ agonist,tim10-1 inh,TIM10 inh,APJ antagonist
COc1ccc(N2C(=O)CC(Sc3nc(C)cc(C)c3C#N)C2=O)cc1 (stereo unspecified),31,-1.7,5,x,1,-4,30,42*,15
CCCS(=O)(=O)c1nc(S(=O)(=O)c2ccc(C)cc2)c(NCCCn2ccnc2)s1,-2,-1.5,7,-2,0,-4,-3,-4,15
Cn1c(=O)c(C(=O)c2ccccc2)c(O)c2ccccc21,-2,0.2,9,1,1,-3,-38,-11,6
CCN1CCCC1CNC(=O)C1CCCN(S(=O)(=O)c2cccc3nsnc23)C1 (stereo unspecified),7,-0.9,-1,0,3,-2,-9,3,11
C/C(=N\NC(=O)c1cccc(S(=O)(=O)N2CCCC2)c1)c1ccc(OCC(=O)N(C)C)cc1,1,-0.3,-6,-2,-7,10,-1,4,16
O=c1cc(Cl)c(-c2ccccc2)n[nH]1,20,0.4,12,0,0,7,8,8,-7
COc1cc(/C=N/NC(=O)c2cccnc2)ccc1OC(=O)c1cccc(Br)c1,10,-0.9,14,-7,-2,20,6,15,-26
O=C(O)Cc1ccc(O)c(F)c1,-5,0.0,23,1,1,0,17,12,9
C[C@@H]1C=C(C(=O)N2CCOCC2)O[C@H](OCc2ccc(CO)cc2)C1,-8,-1.1,-9,-5,-2,0,-2,-8,-3
Cc1ccc(-c2nn(-c3ccccc3)cc2/C=N/NC(=O)c2ccncc2)o1,29,0.1,28,0,-3,2,24,25,-12
COc1ccc(-c2noc(CNS(=O)(=O)c3ccc(NC(C)=O)cc3)n2)cc1OC,8,-1.3,2,3,-2,-2,-1,4,7
O=[N+]([O-])c1cccc(S(=O)(=O)[N-]c2nc3ccccc3nc2-n2cc[n+](Cc3ccccc3)c2)c1,-12,4.9,16,-1,0,-5,-2,0,1
CCCn1nnnc1SCC(=O)Nc1nnc(CC)s1,0,-1.1,-2,-3,-1,-2,3,-20,-15
CCOCCCNC(=O)CN1C(=O)CSc2cc(S(=O)(=O)N3CCCCCC3)ccc21,13,0.4,7,-2,0,-3,6,0,9
C#CCOCCOCCOCCNc1nc(N2CCN(C(=O)CCCCCCCCCCNC(=O)[C@H](CCCCN)n3cc(C[C@@H](C)CC)nn3)CC2)nc(N2CCN(C(=O)CCCCCCCCCCNC(=O)[C@@H]([C@H](C)O)n3cc(C)nn3)CC2)n1,49,-16,25,11*,-8,36,34,2,19
Cc1cccc(C(=O)OCC(=O)c2ccc(CC(=O)N3CCOCC3)s2)c1C,-1,0.2,-6,-2,-2,-3,8,4,8
C#CCOCCOCCOCCNc1nc(N2CCN(C(=O)CCCCCCCCCCNC(=O)[C@@H](CCC(=O)O)n3cc(CCCCCN)nn3)CC2)nc(N2CCN(C(=O)CCCCCCCCCCNC(=O)[C@H]([C@@H](C)CC)n3cc(CCCCCN)nn3)CC2)n1,37,-8.8,27,26*,-1,4,25,10,7
O=C(OCc1cn(Cc2ccccc2)nn1)c1ccccc1,-8,0.0,30,1,0,-7,4,-14,-12
Cc1ccccc1NC(=S)NC(=O)c1cc(-c2ccccc2)nc2ccccc12,17,3.4,19,2,-2,1,37,29,21
O=C(CN1CCc2ccccc21)NC(c1ccccc1)c1ccccc1,-3,0.2,16,-10,-2,-3,1,8,10
Clc1cccc(Cl)c1COc1ccccn1,-15,0.6,-26,-1,-2,3,5,-18,5
COc1ccc(-n2c(SCC(=O)NCC3CCCO3)nc3c(c2=O)SCC3)cc1OC (stereo unspecified),-10,-2.4,13,2,-4,-1,-25,4,5
Cc1c(C)c2ccc(OCC(=O)NC(Cc3ccc(Cl)cc3)C(=O)O)cc2oc1=O (stereo unspecified),15,0.3,3,-1,-2,-3,-2,4,7
Cc1ccc(NC(=S)NCC2CCCO2)cc1C (stereo unspecified),29,-0.9,6,-3,-3,-4,24,4,3
Cc1ccc(NC(=O)c2ccccc2)s1,55*,1.7,3,-23,-5,1,26,58*,-17
COc1cc(C(=O)NCCCN2CCCC2=O)ccc1OCc1ccc(Cl)cc1Cl,35,-3.5,10,-1,-3,-1,37,17,16
CC(=O)c1ccc(NS(=O)(=O)c2ccccc2)cc1,17,0.7,12,1,-5,1,15,-3,11
Cc1ccc(S(=O)(=O)Nc2nnc(CC(C)(C)C)s2)cc1,3,0.3,2,-1,-4,-1,11,7,10
CC(=O)c1sc(NC(=O)CCCOc2ccccc2C)nc1C,-2,-1.8,3,-1,-1,-2,9,-1,2
COc1cc2c(cc1NC(=O)CN1CCN(S(=O)(=O)c3ccc(F)cc3)CC1)oc1ccccc12,17,1.9,21,-3,2,0,5,13,9
CCn1ccnc1C(O)c1ccccc1OC (stereo unspecified),1,-1.3,25,-5,3,0,-14,6,10
CCOC(=O)N1CCN(C(=O)C(=O)NNC(=O)COc2ccc(Cl)c(C)c2)CC1,7,-8.1,13,0,0,4,3,-5,6
O=S(Cc1ccccc1)CC(O)(c1ccc(Cl)cc1)c1ccc(Cl)cc1 (stereo unspecified),11,9.1,32,-16,-6,-2,28,17,9
O=C(CN1CCN(c2ccccn2)CC1)Nc1ccccc1C(=O)Nc1ccccc1,16,0.3,11,1,0,-2,19,12,5
CC(C)NS(=O)(=O)c1cc(C(=O)O)ccc1Cl,-9,-0.3,-7,0,-2,-2,-13,-17,-33
CC(=O)OC1OCCOC1NC(=S)NCc1ccco1 (stereo unspecified),2,-1.6,-16,0,1,-2,3,-5,2
CCc1ccccc1NC(=O)NNC(=O)c1ccc2ccccc2c1O,9,2.5,6,-1,1,-2,0,-4,-36
COc1ccc(/C=N/NC(=O)CCCOc2ccc(Cl)cc2Cl)cc1[N+](=O)[O-],-19,-3.6,-1,12*,1,-4,-2,6,11
CCCC(=O)Nc1sc2c(c1C(=O)Nc1ccccn1)CCCC2,25,-1.2,26,0,3,-2,45*,25,13
CSc1ccc(S(=O)(=O)NCCOc2ccccc2C)cc1,38,2.0,16,-34,-2,10,26,30,3
O/N=C/c1cc(Br)ccc1OCc1ccc(F)cc1,59*,-3.0,-8,-21,-1,-4,41*,33,10
Cc1ccccc1NC(=O)c1nc(S(C)(=O)=O)ncc1Cl,33,1.0,26,-1,-5,-5,39,31,4
CCN(CC)C(=S)SCc1csc(CC(=O)Nc2ccccc2C)n1,31,0.2,29,1,0,3,33,12,9
Cc1ccccc1-n1nc(-c2cccnc2)cc1C(=O)NN,1,2.4,3,-1,0,0,-1,8,-9
C/C(=C\C(=O)c1ccc(C)cc1)NCc1ccc(F)cc1,1,0.1,23,0,2,-2,13,0,15
CCOc1ccccc1C(=O)Nc1ccc2nc3n(c(=O)c2c1)CCCCC3,39,-2.2,25,0,2,1,55*,10,-3
CC(Sc1nnc(CC(=O)Nc2ccccc2F)n1C)C(=O)Nc1nccs1 (stereo unspecified),8,-1.3,28,-1,1,1,9,-4,8
Cc1cc(NC(=O)CC(C)C)c(=O)n(Cc2c(F)cccc2Cl)c1,0,-0.6,18,-1,1,3,-21,-10,-1
CCCCN(CCCNC(=O)C1CCN(S(=O)(=O)CC)CC1)c1ccccc1,22,1.1,2,2,0,-3,14,18,2
CC1(C)CC(n2c(=S)[nH]c3ccccc3c2=O)CCO1 (stereo unspecified),12,-0.8,28,0,-2,-1,11,1,5
O=[N+]([O-])c1ccc(OCCN2CCNCC2)cc1,14,0.1,13,0,1,1,1,-4,10
Cn1nnnc1NC(=O)c1ccccc1Cl,0,0.2,7,1,-4,-2,-2,-5,1
Cc1ccc(-c2nnc(Nc3ccc(C(=O)N(C)C)cc3)c3ccccc23)cc1S(=O)(=O)NCC1CCCO1 (stereo unspecified),5,1.8,-20,-3,-3,-3,-5,0,18
O=C(C1CC2C=CC1C2)N1CCN(c2ccccc2)CC1 (stereo unspecified),-65,-0.9,31,-2,0,-3,-21,8,3
C=CCOC1=CS(=O)(=O)N(Cc2ccc(Br)cc2)c2ccc(Br)cc21,34,-0.6,x,-1,x,x,3,-11,x
NS(=O)(=O)c1cc(Cl)c(NC(=O)COC(=O)c2ccccn2)c(Cl)c1,-2,-1.0,6,-1,4,0,-12,-5,-19

(next part)
compound,tim23-1 inh,MPTP block,NLRP3 yeast inh,GRIN3A LBD mod,MIN6 prolif,APJ agonist,tim10-1 inh,TIM10 inh,APJ antagonist
CC(C)C(NC(=O)c1ccccc1)C(=O)NCC(c1ccccc1)N(C)C (stereo unspecified),1,-3.0,0,-2,-1,-3,1,7,7
CCCN(C(=O)CSc1ccccc1C(=O)O)C1CCS(=O)(=O)C1 (stereo unspecified),15,-1.5,6,-3,-1,-4,6,3,-7
CCOC(=O)CC(NC(=O)c1cccs1)c1ccc(OCC)cc1 (stereo unspecified),21,-0.3,13,-1,-1,4,14,-14,-1
OCCC1CN(Cc2cccn2-c2cccnc2)CCN1C1CCCCC1 (stereo unspecified),10,1.8,-3,1,0,-2,5,-21,8
O=C(Cn1cnnn1)Nc1ccccc1Cc1ccccc1,-3,-0.6,-4,1,-2,-2,21,-13,9
CCCCCCCCCC(=O)N/N=C(\C)c1cccnc1,15,-0.8,14,1,-4,16,28,-1,-5
Cc1ccc(S(=O)(=O)Nc2ccc(C(=O)NCCCN3CCOCC3)cc2)cc1[N+](=O)[O-],14,-0.6,26,1,1,-6,5,-9,25
COc1cc(-c2cccs2)cc(=O)c2c(C)oc(C)c12,7,4.6,4,1,-5,-2,6,-1,-13
NS(=O)(=O)c1ccccc1,-2,0.4,-4,-1,-1,-3,-10,20,-1
CSc1nc(C)c2cc(C)oc2n1,1,0.2,9,-7,-2,0,-4,7,-1
Cc1ccccc1C(=O)Nc1nnc(SCC(=O)NCc2ccco2)s1,-6,-1.0,24,0,-6,0,-13,3,23
CN(C)C(=S)Nc1ccc(S(=O)(=O)N2CCCCC2)cc1,-1,1.5,15,-1,-2,0,-4,-1,-7
O=c1[nH]c(CN2CCN(c3ccccc3)CC2)nc2ccccc12,13,2.4,7,0,-3,0,2,-1,32
CCCC[C@@H]1CNC(=S)N1CC1CCCCC1,32,1.4,36,0,0,-8,24,20,4
COC(=O)CSc1nc(-c2ccc(C)cc2)c2c(c1C#N)CCCC2,7,-1.8,5,3,0,-3,20,20,2
Cc1cccc(N2CCN(C(=O)c3ccc4nccnc4c3)CC2C)c1 (stereo unspecified),9,-2.3,7,-1,0,-4,5,0,-2
CCOC(=O)[C@H]1[C@H]2COc3ccc(Cl)cc3[C@@H]2N2C(=O)CN(Cc3ccco3)C(=O)[C@@]12C,1,0.5,-1,0,0,-3,18,9,1
c1sc2[n+](c1C13CC4CC(CC(C4)C1)C3)CCS2,-1,-0.9,-4,1,0,-2,18,4,14

Looked up above:
Value of CCOCCCNC(=O)CN1C(=O)CSc2cc(S(=O)(=O)N3CCCCCC3)ccc21 in APJ antagonist: 9
Value of CCOc1ccccc1C(=O)Nc1ccc2nc3n(c(=O)c2c1)CCCCC3 in GRIN3A LBD mod: 0
